EBV LMP1 NFkB: Epstein-Barr LMP1 NF-kappaB reporter inhibition. AID 504558. LMP1-induced NF-kappaB luciferase reporter cells, luminescence. 350,000 tested, 0.69% active. inhibition, % at 12.5 µM; in the data active = inhibition above about 41%;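 also: 0% = neutral control wells and 100% = reference inhibitor control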
TLR9-MyD88 block: TLR9-MyD88 interaction inhibition | inhibition, % at 4.98 µM | Q9NR96+Q99836 | 340,000 tested, 0.21% active | CHO BLA complementation TLR9-MyD88, CCF4 FRET ratio | AID 504734;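 active = inhibition above the mean over all tested compounds plus 3 SD, cut at about 21% in these data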;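 also: 0% = DMSO only wells and 100% = clavulanate BLA inhibitor control wells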
Target sequence (Q99836 whole entry, looked up): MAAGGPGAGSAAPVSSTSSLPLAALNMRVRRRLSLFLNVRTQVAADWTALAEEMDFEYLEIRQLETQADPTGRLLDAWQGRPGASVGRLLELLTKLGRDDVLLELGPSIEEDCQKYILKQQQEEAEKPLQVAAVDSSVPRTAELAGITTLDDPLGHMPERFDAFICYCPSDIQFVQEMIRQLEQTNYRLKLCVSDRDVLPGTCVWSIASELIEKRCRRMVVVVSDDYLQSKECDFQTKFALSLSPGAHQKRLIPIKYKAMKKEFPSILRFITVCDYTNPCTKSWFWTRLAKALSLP
Target sequence (Q9NR96 whole entry, looked up): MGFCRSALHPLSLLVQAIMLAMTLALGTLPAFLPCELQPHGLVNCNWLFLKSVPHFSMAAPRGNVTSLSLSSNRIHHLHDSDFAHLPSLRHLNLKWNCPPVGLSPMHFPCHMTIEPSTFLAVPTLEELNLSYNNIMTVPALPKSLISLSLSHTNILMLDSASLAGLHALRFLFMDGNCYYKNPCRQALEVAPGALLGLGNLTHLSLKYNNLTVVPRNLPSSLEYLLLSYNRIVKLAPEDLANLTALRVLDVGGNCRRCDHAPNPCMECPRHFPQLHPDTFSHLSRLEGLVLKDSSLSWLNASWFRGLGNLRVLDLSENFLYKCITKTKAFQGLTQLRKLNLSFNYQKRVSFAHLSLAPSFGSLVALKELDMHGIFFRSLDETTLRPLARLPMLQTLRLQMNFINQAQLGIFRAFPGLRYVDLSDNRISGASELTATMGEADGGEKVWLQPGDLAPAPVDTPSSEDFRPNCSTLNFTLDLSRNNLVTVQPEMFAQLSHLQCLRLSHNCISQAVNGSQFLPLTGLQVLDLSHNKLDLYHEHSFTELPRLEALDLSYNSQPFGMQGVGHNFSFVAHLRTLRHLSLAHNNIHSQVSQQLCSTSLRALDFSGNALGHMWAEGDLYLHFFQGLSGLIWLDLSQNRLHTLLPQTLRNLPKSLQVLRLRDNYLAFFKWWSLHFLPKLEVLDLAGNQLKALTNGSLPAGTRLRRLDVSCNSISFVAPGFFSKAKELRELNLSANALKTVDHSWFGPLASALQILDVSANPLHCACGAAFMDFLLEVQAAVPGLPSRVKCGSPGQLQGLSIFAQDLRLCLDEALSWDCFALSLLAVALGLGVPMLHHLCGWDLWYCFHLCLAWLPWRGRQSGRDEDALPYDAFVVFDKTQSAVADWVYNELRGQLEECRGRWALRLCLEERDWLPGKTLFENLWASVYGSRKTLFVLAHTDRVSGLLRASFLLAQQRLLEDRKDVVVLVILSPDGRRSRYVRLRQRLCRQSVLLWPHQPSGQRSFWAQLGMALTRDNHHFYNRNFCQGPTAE
MC4R barr agon: activates human MC4R beta-arrestin recruitment. P32245. U2OS MC4R beta-arrestin complementation, luminescence; percent of melanotan II response, DMSO zero. activation, % at 8.9 µM. 360,000 tested, 0.98% active. AID 540308;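 active = activation above a per-plate cutoff, the mean activation of sample wells on that plate plus 3 SD, cut at about 8% in these data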
NOD2-RIPK2 inh: NOD2-RIPK2 protein interaction inhibition; O43353; CHO BLA complementation NOD2-RIPK2, CCF4 ratio; inhibition, % at 4.98 µM; 360,000 tested, 0.38% active; AID 624267; in the data active = inhibition above about 21%;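 also: 0% = vehicle only and 100% = reference blocker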
NR5A2 inv ag: NR5A2 inverse agonism in reporter assay; O00482; HEK293T StAR-luciferase reporter, LRH-1 transfected, 24 h; inhibition, % at 3.6 µM; 360,000 tested, 0.13% active;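 active = inhibition above the mean inhibition of all tested compounds plus 3 SD, cut at about 73% in these data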;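 also: 0% = DMSO wells and 100% = reporter-only cells lacking LRH-1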
SRC2 inh: inhibits human steroid receptor coactivator 2; Q15596; HEK293 GAL4-SRC2 luciferase reporter, luminescence; inhibition, % at 9 µM; 370,000 tested, 0.17% active; AID 651957;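 active = inhibition above the mean inhibition of all tested compounds plus 3 SD, set per campaign, cut at about 52% in these data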;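 also: 0% = DMSO treated cells and 100% = cells given Gossypol at 36 µM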
SRC1 inh: human NCOA1 inhibition; AID 588354; HEK293 GAL4-SRC1 luciferase reporter, luminescence; inhibition, % at 3.6 µM; Q15788; 360,000 tested, 0.12% active;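 active = inhibition above the campaign mean plus 3 SD, with each screening campaign given its own cutoff, cut at about 60% in these data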;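 also: 0% = DMSO treated cells and 100% = gossypol at 36 µM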
SRC3 inh: inhibits human SRC3 coactivator. Q9Y6Q9. HEK293 GAL4-SRC3 luciferase reporter, luminescence. inhibition, % at 3.6 µM. 360,000 tested, 0.17% active;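 active = inhibition above a per-campaign cutoff, the mean of all compounds plus 3 SD, cut at about 60% in these data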;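 also: 0% = DMSO-treated cells and 100% = gossypol-treated cells at 36 µM; higher means less SRC3-driven luciferase light from the GAL4 reporter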
ABHD5 PLIN5 PPI: inhibitors of human ABHD5-perilipin-5 interaction; Q00G26+Q8WTS1; Split G. princeps luciferase complementation, luminescence, 4 h; inhibition, % at 4 µM; 360,000 tested, 0.78% active;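 active = inhibition above the mean inhibition across every tested compound plus 3 SD, cut at about 22% in these data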;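 also: 0% = DMSO only wells and the 100% control is not disclosed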
MC4R antagonist: human MC4R antagonism in cAMP assay; P32245; MC4R-expressing cells, MTII-stimulated cAMP, LANCE TR-FRET; inhibition, % at 6.5 µM; 360,000 tested, 0.48% active;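 active = inhibition above its plate's cutoff, the mean of tested wells on that plate plus 3 SD, cut at about 29% in these data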;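 also: 0% = Melanotan II alone and 100% = Melanotan II plus saturating MCL0020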
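Assay system: U2OS-MC4R stable cell line; Also added: Melanotan II; Technique: Eu-cAMP/anti-cAMP TR-FRET, emission 671 nm; Times: 30-min compound, 1-h challenge, 1-h detection, room temperature.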
COUP-TFII inh: inhibitors of human COUP-TFII (NR2F2). P24468. HEK293T NGFI-A luciferase reporter, luminescence. inhibition, % at 8.6 µM. 370,000 tested, 0.7% active. AID 686940;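 active = inhibition above a per-plate cutoff, mean inhibition of test wells between control levels plus 3 SD, cut at about 38% in these data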;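 also: cells cotransfected with COUP-TFII expression vector driving the NGFI-A reporter; 0% = median of COUP-TF2 test wells and 100% = reporter-only cells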
Active calls of the source: *; / = no result given. Not all compounds are listed; the hit share may differ from the screen's.

SMILES	EBV LMP1 NFkB	TLR9-MyD88 block	MC4R barr agon	NOD2-RIPK2 inh	NR5A2 inv ag	SRC2 inh	SRC1 inh	SRC3 inh	ABHD5 PLIN5 PPI	MC4R antagonist	COUP-TFII inh
Cc1ncc([N+](=O)[O-])n1CC(=O)NC(C)(C)C	-3	6	1.1	-2	9	2	6	6	1	-7	11
Cc1ccc(-n2c(C)cc(C(=O)COc3cccnc3[N+](=O)[O-])c2C)cc1	15	0	0.3	-1	35	35	20	35	-5	5	19
CCN(CC)C(=O)c1ccc(Cn2cc([N+](=O)[O-])cn2)o1	-9	-11	2.1	-3	2	-16	-1	8	-4	-7	-1
Cc1cc(NS(=O)(=O)c2ccc(NC(=O)COc3ccc(Cl)cc3)cc2)no1	1	-12	-1.3	-9	13	13	-18	3	-3	-1	11
O=C(Nc1cnn(Cc2ccc(F)cc2)c1)c1noc2c1CCCC2	-26	6	0.2	-5	12	-30	11	10	6	9	-18
CC(C)C(C(=O)NCc1ccco1)N(CC1CCCO1)C(=O)CNS(=O)(=O)c1ccc(F)cc1 (stereo not given)	-1	1	-1.0	1	-14	/	-6	-12	-3	11	/
O=C1N[C@H](Cc2ccccc2)COC(=O)[C@@H](Cc2ccc(F)cc2)CC/C=C/C[C@H]1CC(=O)N(CCO)Cc1ccccc1	5	3	-1.3	3	-18	8	5	-2	-17	13	17
CCOc1ccccc1NC1=CC(=O)CC(c2ccccc2)C1 (stereo not given)	0	-3	-1.1	-3	-33	-5	-10	11	-1	-2	6
COc1ccccc1C(C(=O)NC1CCCC1)N(C(=O)c1csnn1)C1CC1 (stereo not given)	-4	4	-0.1	-16	15	-1	23	10	8	2	19
CN(C)c1ccc(/C=N/NC(=O)c2sccc2-n2cccc2)cc1	-18	-3	-1.5	-14	-14	-31	-40	-67	-6	-3	-19
Cc1ccc(NC2CCCN(C(=O)c3cc(C(C)C)[nH]n3)C2)cc1C (stereo not given)	-3	-7	-2.6	-2	3	-23	-7	-19	7	9	4
Cc1ccc(/C=N/OC(=O)c2nn(C)cc2Cl)cc1	-3	-2	-0.6	-6	7	-5	4	-2	2	-5	5
O=C(CN1C(=O)C2CCCCC2C1=O)Nc1ccc(OC(F)F)c(Cl)c1 (stereo not given)	-8	7	-0.8	3	7	-9	-1	-13	-1	9	4
Clc1ccc2nc(-c3ccccc3)c(Cc3ccsc3)n2c1	/	/	/	3	-60	/	-53	-50	1	/	/
CC(c1ccccc1)N1C(=O)c2ccc(C(=O)NCc3cccnc3)cc2C1=O (stereo not given)	-10	-10	-2.6	-3	15	6	-10	4	0	6	-28
COc1ccccc1CCN1CCCC(CN(C)C(=O)c2ccoc2)C1 (stereo not given)	-3	-11	-4.3	2	8	5	0	6	3	0	2
COc1ccccc1NCCC(=O)OCC(=O)NC1CCCC(C)C1C (stereo not given)	-3	4	1.8	3	4	-37	7	9	-2	1	-12
CCCCNC(=O)c1ccccc1NC(=O)CCC	-21	-6	-1.7	-7	1	-15	3	13	-5	6	-1
Cc1nc2c(ncn2-c2ccccc2)c(=O)n1NC(=O)CN1CCCC1	-7	-5	0.1	0	-17	-24	-8	7	-7	1	11
COc1cc(C)ccc1OCc1cc(C(=O)NCCN2CCOCC2)no1	-23	0	-4.0	-4	-44	-55	-54	-61	-1	2	-32
CCN(c1ccccc1)S(=O)(=O)c1ccc(C(=O)NCCCn2ccnc2)cc1	-9	-12	0.3	-7	15	23	-67	11	2	17	8
COc1ccc(/C(O)=C2/C(=O)C(=O)N(CCN3CCOCC3)C2c2cccnc2)cc1OC (stereo not given)	5	-10	-1.3	2	9	14	-21	7	2	0	5
CC(C)S(=O)(=O)c1csc(NC(=O)Nc2ccc(Cl)cc2)c1Cl	-8	0	0.0	2	-21	-24	-38	-13	-4	11	-2
COc1ccc(/C(N)=N/OC(=O)CCCc2ccccc2)cc1	-12	4	6.0	2	-7	-41	-3	-15	0	1	-25
CC(=C/c1ccccc1)/C=N/NC(=O)c1nnn(-c2nonc2N)c1CN1CCC(C)CC1	0	-6	3.3	-13	-11	15	-5	-7	-2	-1	2
CC(C)Cc1nnc(NC(=O)CCC(=O)N2CCN(c3ccccn3)CC2)s1	-16	-3	-1.1	-9	-9	16	6	12	7	5	-19
CC1CCCCC1NC(=O)CCNS(=O)(=O)c1cc(Br)cnc1N (stereo not given)	-11	-3	-0.7	-2	-9	11	1	-17	-16	11	6
Cc1cccn2c(=O)c(C=O)c(N3CCCCCC3)nc12	-5	4	1.4	-4	9	/	-6	5	1	11	/
O=C1c2ccccc2CCC12N=NCC2c1ccc(Br)cc1 (stereo not given)	-35	-1	0.7	-10	6	-30	-10	3	2	11	-7
CCCCn1c(N)c(N(CC(C)C)C(=O)c2cccc(S(=O)(=O)N3CCN(C)CC3)c2)c(=O)[nH]c1=O	10	-11	-2.4	-4	10	-16	2	8	2	4	15

Ordered by value in SRC2 inh (rising): three from the list above
SMILES	EBV LMP1 NFkB	TLR9-MyD88 block	MC4R barr agon	NOD2-RIPK2 inh	NR5A2 inv ag	SRC2 inh	SRC1 inh	SRC3 inh	ABHD5 PLIN5 PPI	MC4R antagonist	COUP-TFII inh
CCCCn1c(N)c(N(CC(C)C)C(=O)c2cccc(S(=O)(=O)N3CCN(C)CC3)c2)c(=O)[nH]c1=O	10	-11	-2.4	-4	10	-16	2	8	2	4	15
CCCCNC(=O)c1ccccc1NC(=O)CCC	-21	-6	-1.7	-7	1	-15	3	13	-5	6	-1
COc1ccc(/C(O)=C2/C(=O)C(=O)N(CCN3CCOCC3)C2c2cccnc2)cc1OC (stereo not given)	5	-10	-1.3	2	9	14	-21	7	2	0	5

Next part:
SMILES	EBV LMP1 NFkB	TLR9-MyD88 block	MC4R barr agon	NOD2-RIPK2 inh	NR5A2 inv ag	SRC2 inh	SRC1 inh	SRC3 inh	ABHD5 PLIN5 PPI	MC4R antagonist	COUP-TFII inh
CCOC(=O)c1c(C)[nH]c(C)c1C(=O)CN1C(=O)NC2(CCCCCC2)C1=O	-3	-4	-1.9	-18	-3	-43	-28	-10	3	4	15
CC(=O)N1CCC(O)(c2ccc3c(c2)OCO3)CC1	7	-2	0.1	-9	5	4	-4	-8	-2	1	19
C=C1CCN([C@@H](CC(C)C)C(=O)N2CCOCC2)S(=O)(=O)c2ccccc21	-2	-12	-1.9	-6	2	-42	2	7	7	16	11
Cc1ccc(S(=O)(=O)N(C)C)cc1NC(=O)CN1CCN(Cc2ccccc2)CC1	1	6	-1.9	-27	-6	-4	-27	7	-3	-4	-1
Cc1ccc(OCCC(=O)OCC(=O)NCCc2ccccc2)cc1	2	8	-3.9	-4	-5	7	-11	8	4	0	10
O=C(NCCN1CCN(S(=O)(=O)c2ccc([N+](=O)[O-])cc2)CC1)C(=O)Nc1ccccc1	-2	7	-3.8	7	15	-2	-65	12	1	10	2
CCN(CC)S(=O)(=O)c1ccc(Cl)c(C(=O)Oc2cccc(-c3cnc4ccccc4n3)c2)c1	-19	-1	-2.8	-5	10	8	1	29	-11	6	8
Cc1cc(C)nc(NC(=O)C(c2ccccc2)c2ccccc2)n1	1	-4	-2.7	0	6	6	8	29	-3	15	-19
CC1(c2ccccc2)NC(=O)N(CC(=O)NC(=O)NC2CCCC2)C1=O (stereo not given)	0	-1	1.6	0	-8	1	1	5	5	9	7
Cc1ccc(S(=O)(=O)N(C)/C(=N/S(=O)(=O)c2ccccc2)c2ccccc2)cc1	7	-6	-0.4	-9	-2	-3	-1	11	-3	7	6
CN(C)c1ccc(C=c2c3ccccc3n3c2cc(-c2ccccc2)[n+]3C)cc1	39	-12	-2.2	13	91*	-29	65*	83*	18	-23	82*
CC1CCCC/C1=N\NC(=S)Nc1ccccc1 (stereo not given)	-15	1	-2.5	-4	-54	-20	-21	-70	-5	-2	-27
Cc1cccc(Sc2ccc([N+](=O)[O-])cn2)c1	-2	-4	-1.6	3	29	-4	5	-1	-9	8	3
O=C(NNc1nc2ccc(F)cc2s1)c1cccc(F)c1	5	0	-1.4	-4	-40	2	-22	3	-3	6	7
CC(Sc1nc(-c2ccccc2)cs1)C(=O)Nc1ccc(Cl)cn1 (stereo not given)	-4	2	2.0	-5	11	1	0	13	-3	-3	-3
CN[C@@H](CO)C(=O)NC[C@H]1O[C@@H](n2cc(C)c(=O)[nH]c2=O)C[C@@H]1O	4	5	-1.2	-5	12	-10	-3	5	4	3	-4
CCN(CCn1cccn1)C(=O)C1CCC(=O)N(CCN2CCOCC2)C1 (stereo not given)	-7	-3	-1.4	-11	-28	-40	-7	-3	-3	0	3
COc1ccc(CC(=O)OC(C)C(=O)Nc2ccc(Cl)cn2)cc1 (stereo not given)	5	6	-4.0	-7	-4	-1	-27	4	8	-4	4
O=C(c1ccc(CN2CCc3ccccc3C2)cc1)N1CCN(c2ccccc2)CC1	7	-2	-1.5	0	3	-15	0	2	6	16	20
COc1ccc(NC(=O)c2cc(-c3ccccc3OC)on2)cc1	-7	-1	6.3	1	-24	-64	-64	-2	0	-5	2
Cc1c(NC(=O)c2cc(=O)[nH]c(=O)[nH]2)c(=O)n(-c2ccccc2)n1C	-25	5	-2.6	1	12	0	-1	7	-3	9	-4
CCC(c1nc2ccccc2[nH]1)n1c(=O)c(-c2ccco2)nc2ccccc21 (stereo not given)	/	/	/	-14	-13	-26	/	/	37*	/	10
COc1cc(C)nc(NC(=S)N(C)C(=O)c2ccccc2)n1	/	/	3.2	-6	-2	9	16	20	4	-9	23
O=C(Cn1[nH]c(=O)c2ccccc2c1=O)N1CC=C(c2ccccc2)CC1	9	1	-2.6	6	-10	-40	-12	-8	2	2	-1
COc1ccc(NC(=O)c2ccccc2-c2ccccc2C(=O)O)cc1	0	-9	-2.4	5	10	13	-14	9	-2	4	-6
CCCCn1c(N)c(N(CCOC)C(=O)COC(=O)COc2cc(C)ccc2Cl)c(=O)[nH]c1=O	8	3	1.3	-8	-3	-8	-11	8	-6	8	-12
Cc1ccc(NS(C)(=O)=O)c(C(=O)c2ccccc2)c1	3	6	-1.3	-4	-21	-13	-7	-13	7	4	12
CN(C)c1cc(O)c(C(=S)Nc2ccccc2)c(N(C)C)c1	-19	1	-1.2	-1	-6	-6	-14	-24	-11	7	-7
CCCCN(C(=O)NC(=O)Nc1cc(C)ccc1C)S(C)(=O)=O	3	-2	-1.2	-12	0	-2	-5	13	3	1	12
COc1ccc(-n2cc(CNCc3cccnc3)c(-c3cccc(F)c3)n2)cc1	-1	3	1.1	4	-15	-37	-10	-19	11	12	-6
CCC(C)(C)NC(=O)CN(Cc1cccs1)C(=O)CNS(=O)(=O)c1ccc(F)cc1	-2	-11	-0.5	-5	-7	-2	3	0	-6	20	5
COCCN(C(=O)CCC(=O)Nc1ccccn1)C(C(=O)NCCC(C)C)c1ccc(C)cc1 (stereo not given)	-1	6	-0.3	-1	1	8	-5	-10	-2	1	13
